Screening results (PubChem BioAssay)
ASAP1 inh = inhibitors of human ASAP1 ArfGAP activity, primary screen, biochemical, fluorescence polarization | ASAP1-stimulated ARF1 GTP hydrolysis, GDP FP detection | inhibition, % at 16.5 µM | AID 624377, 2012 | Arf-GAP with SH3 domain, ANK repeat and PH domain-containing protein 1 (Homo sapiens), … | 360,000 tested, 0.19% active; in the data active = inhibition above about 25%;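 note: 0% = vehicle with enzyme and substrate and 100% = no enzyme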
Target sequence (Q9ULH1 325-724 limits assumed): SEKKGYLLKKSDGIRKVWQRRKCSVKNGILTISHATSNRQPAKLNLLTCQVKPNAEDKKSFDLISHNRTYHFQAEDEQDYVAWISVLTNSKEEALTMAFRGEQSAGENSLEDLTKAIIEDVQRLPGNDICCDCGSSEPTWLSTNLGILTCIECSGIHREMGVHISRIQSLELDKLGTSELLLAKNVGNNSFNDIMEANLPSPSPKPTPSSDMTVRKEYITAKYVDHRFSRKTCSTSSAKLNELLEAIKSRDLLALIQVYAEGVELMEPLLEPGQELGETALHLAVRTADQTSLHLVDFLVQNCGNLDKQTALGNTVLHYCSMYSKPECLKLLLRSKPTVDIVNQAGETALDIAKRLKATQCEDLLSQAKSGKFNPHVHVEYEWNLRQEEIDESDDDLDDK
rCAG binder = binders of r(CAG) RNA repeats, primary screen, biochemical, fluorescence. inhibition, % at 3 µM. r(CAG) RNA repeat, TO-PRO-1 dye displacement fluorescence. 370,000 tested, 1.3% active. AID 651821, 2012;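 active = inhibition above the plate cutoff, the mean of all test compounds on that plate plus 3 SD, cut at about 35% in these data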;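 note: 0% = DMSO alone and 100% = 100 µM mitoxantrone as full dye displacement; higher means more dye released from RNA so lower well fluorescence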
PG9 Ab binder = binders of HIV-1 gp120 antibody PG9, primary screen, biochemical, TR-FRET; HIV-1 gp120 / PG9 antibody interaction; 360,000 tested, 0.43% active; inhibition, % at 6.7 µM; TR-FRET gp120-PG9 antibody binding; AID 624416, 2012; in the data active = inhibition above about 8.5%
ARFGAP1 inhibitor = inhibitors of rat ARFGAP1 GAP activity, primary screen, biochemical, fluorescence polarization, GDP tracer; Arfgap1-stimulated ARF1 GTP hydrolysis, GDP FP detection; inhibition, % at 16.5 µM; 360,000 tested, 0.26% active;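 active = inhibition above a per-plate limit, mean inhibition of low control wells plus 3 SD, cut at about 25% in these data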;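 note: 0% = DMSO wells with enzyme and 100% = wells lacking Arfgap1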
Target sequence (Q62848 1-136 limits assumed): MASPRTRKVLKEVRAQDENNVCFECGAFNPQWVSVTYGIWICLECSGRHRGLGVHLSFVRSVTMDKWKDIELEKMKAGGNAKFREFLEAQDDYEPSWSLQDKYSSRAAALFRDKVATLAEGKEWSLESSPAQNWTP
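system = rat Arfgap1 catalytic domain, aa 1-136 | technique = FP, GDP Alexa 633 tracer displaced from anti-GDP antibody, 620/688 nm | compound = one concentration, 16.5 µM, DMSO 1.26% | medium = HEPES-based buffer, pH 7.5 | timing = compound-enzyme preincubation 20 min, reaction 120 min, detection 60 min, 25 °C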
NPR2 activator = human GC-B receptor activators, primary screen, HEK293 GC-B cells, cGMP TR-FRET, EC30 CNP; Atrial natriuretic peptide receptor 2 (Homo sapiens), P20594; 0% at EC30 CNP, 100% saturating CNP; activation, % at 10 µM; 370,000 tested, 0.11% active; AID 1920062, 2024;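 active = activation at 10 µM reaching about 35% in either raw or pattern-adjusted values, limit read from the data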
mABHD4 FP = ABHD4 inhibitors, primary screen, biochemical, fluorescence polarization, mouse; (Lyso)-N-acylphosphatidylethanolamine lipase (Mus musculus), Q8VD66; purified mABHD4, FP-Rh probe fluorescence polarization; inhibition, % at 8.92 µM; 370,000 tested, 0.54% active; AID 720543, 2013;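 active = inhibition exceeding the mean over every tested compound plus 3 SD, cut at about 30% in these data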;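 note: 0% = plate median of compound wells and 100% = S159A mutant with DMSO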
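System: mouse ABHD4 enzyme, wild type / Medium: HEPES pH 7.0, NaCl, Pluronic buffer / Reagent: FP-Rh activity-based fluorescent probe / Control set: S159A mutant high control, sample median low control / Detection: fluorescence polarization with parallel and perpendicular emission, 525/598 nm / Schedule: 45 min + 60 min at 25 °C / Compound dosing: 8.92 µM, single dose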
NPR1 activator = GC-A stimulated cGMP production enhancers – HEK293 GC-A cells, cGMP TR-FRET, EC30 ANP, primary screen; 0% at EC30 ANP, 100% saturating ANP; 370,000 tested, 0.14% active; Atrial natriuretic peptide receptor 1 (Homo sapiens), P16066; AID 1671463, 2021; activation, % at 10 µM; in the data active = activation above about 40%
Rev-erbA mod = modulators of Rev-erb alpha DNA binding, primary screen, biochemical, FITC-DNA, fluorescence polarization, uHTS | Nuclear receptor subfamily 1 group D member 1 (Homo sapiens), P20393 | Rev-erbα–FITC-DNA binding, 90 min | activity, % at 10 µM | 370,000 tested, 0.79% active | AID 1259318, 2017;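 active = activity above about 14%, limit read from the data; passing the limit was not always enough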;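 note: 0% = DMSO wells with 35 nM protein and 100% = DMSO wells with 750 nM protein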
SMARCA2 activ = SMARCA2 (BRM) function activators, primary screen, cell-based, luminescence, high throughput. 370,000 tested, 1% active. AID 652017, 2013. MG213 cells, MMTV-luciferase reporter, dexamethasone, overnight. activation, % at 9.1 µM; in the data active = activation above about 7.8%;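 note: 0% = vehicle wells and 100% = reference activator wells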
HTRA1 inh = HTRA1 serine protease inhibitors, primary screen, biochemical, fluorescence polarization, HTS; 340,000 tested, 0.5% active; recombinant HTRA1, FP-rhodamine activity-based probe; inhibition, % at 5.96 µM; AID 504803, 2011; Q92743; in the data active = inhibition above about 36%;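 note: 0% = enzyme with DMSO and 100% = wells lacking enzyme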
Target sequence (Q92743 whole entry, looked up): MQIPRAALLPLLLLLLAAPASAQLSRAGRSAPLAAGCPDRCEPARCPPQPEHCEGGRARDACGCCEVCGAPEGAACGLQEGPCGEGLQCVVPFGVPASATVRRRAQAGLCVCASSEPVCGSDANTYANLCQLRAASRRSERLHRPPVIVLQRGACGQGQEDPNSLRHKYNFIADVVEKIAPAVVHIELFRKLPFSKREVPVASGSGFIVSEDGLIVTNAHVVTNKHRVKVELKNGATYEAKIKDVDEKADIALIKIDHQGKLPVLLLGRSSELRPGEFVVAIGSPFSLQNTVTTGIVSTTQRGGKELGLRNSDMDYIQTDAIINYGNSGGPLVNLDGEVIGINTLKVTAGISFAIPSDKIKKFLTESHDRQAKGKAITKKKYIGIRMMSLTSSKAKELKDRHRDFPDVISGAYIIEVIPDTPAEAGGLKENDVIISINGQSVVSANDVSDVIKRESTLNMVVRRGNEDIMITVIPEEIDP
Numbers without * were called inactive; x = not tested or not shown.

Each structure is followed by: ASAP1 inh | rCAG binder | PG9 Ab binder | ARFGAP1 inhibitor | NPR2 activator | mABHD4 FP | NPR1 activator | Rev-erbA mod | SMARCA2 activ | HTRA1 inh
1	CCCS(=O)(=O)NC(=O)C1(C)CCN(C(=O)c2cc(C)oc2C)C1 (configuration not stated)
    -2 | 2 | -0.9 | -12 | 1 | 4 | 2 | -1 | -2 | x
2	Cc1cc(NS(=O)(=O)c2ccc(NC(=O)/C=C/c3cccc(Cl)c3)cc2)no1
    14 | 61* | -2.9 | 3 | -1 | -2 | -3 | 0 | 4 | -30
3	COc1ccc(N2CCN(C(=O)CNC(=O)c3ccc(Br)o3)CC2)cc1
    9 | -8 | -2.2 | 5 | -2 | 2 | 2 | -10 | 0 | 2
4	CCC1Oc2ccc(C)cc2N(CC(=O)NCCCN2CCOCC2)C1=O (configuration not stated)
    6 | -3 | -0.7 | 0 | -3 | 3 | 0 | -5 | 2 | 9
5	CCCCC1(C)NC(=O)N(CC(=O)Nc2ccc(Cl)cc2C)C1=O (configuration not stated)
    14 | 2 | -0.1 | 2 | 5 | 4 | 2 | -2 | 0 | 1
6	C[C@H]1CN([C@@H](C)CO)C(=O)c2cc(C#Cc3ccccn3)cnc2O[C@@H]1CN(C)Cc1ccccc1
    -6 | 1 | -1.0 | 10 | -1 | 6 | 1 | 3 | -3 | -4
7	Cc1cccc(NC(=O)CN2C(=O)N/C(=C\c3ccccc3OCc3ccc(C(=O)O)cc3)C2=O)c1
    10 | 61* | -0.8 | -5 | -2 | -63 | -1 | 6 | 8.7* | -36
8	Cc1cccc(CCN2C(N(C)C)=NC[C@@H]2CC(C)C)c1
    8 | 1 | -0.9 | 5 | 0 | 0 | -7 | -2 | 1 | -1
9	O=C(OCC(=O)C12CC3CC(CC(C3)C1)C2)c1ccc(O)cc1
    13 | 4 | -0.8 | -6 | 3 | -2 | 2 | -3 | 2 | -12
10	COc1ccc(CNC(=O)c2cccc(C)c2[N+](=O)[O-])cc1
    -3 | 1 | -0.7 | 4 | -5 | 3 | 4 | -5 | -3 | -1
11	COc1ccc(Cl)cc1NC(=O)CCc1ccccc1
    -2 | -5 | 0.7 | 0 | -18 | -12 | -15 | 1 | -1 | -13
12	CCOC(=O)[C@]12CCCC=C1N(Cc1ccc(OC)cc1)C(=O)[C@@H]2CC(=O)NCC12CC3CC(CC(C3)C1)C2
    x | 4 | x | x | 6 | 3 | 2 | -1 | -3 | x
13	O=C(NCc1ccccc1)C(c1ccccc1)N(Cc1ccc2c(c1)OCO2)C(=O)Cc1cccs1 (configuration not stated)
    2 | 8 | 0.1 | -7 | -30 | -5 | -26 | -5 | -2 | -40
14	O=C(NNC(=O)c1ccccc1O)c1ccc(Cl)c(S(=O)(=O)N2CCCCC2)c1
    0 | 19 | -2.5 | 1 | -4 | 13 | 3 | -2 | -1 | 35
15	Cc1cccc(C(=O)NCCC(=O)Nc2ccc(C#N)cc2)c1
    1 | 0 | 0.6 | 1 | -3 | -9 | 3 | 8 | -3 | -1
16	O=C(NCC(=O)N1CCN(C(=O)c2ccco2)CC1)c1ccc(Cl)cc1
    -9 | -1 | -0.7 | -7 | -1 | -5 | -1 | -4 | 0 | -1
17	COc1cc(-c2cc(NC=O)c3ncc(-c4cccc(C(=O)N(C)C)c4)n3c2)cc(OC)c1OC
    12 | 7 | -0.2 | 1 | -2 | -9 | 6 | -5 | 0 | x
18	O=C(CSc1nc2ccccc2c(=O)n1-c1ccccc1)N1CCN(CCO)CC1
    1 | -5 | -2.0 | -2 | -3 | 0 | -1 | 2 | -1 | 4
19	CCn1nc(NS(=O)(=O)c2ccc([N+](=O)[O-])cc2)c2cc3ccc(C)cc3nc21
    -2 | 53* | -1.7 | -1 | -5 | -6 | -4 | 0 | -1 | 8
20	O=C(Nc1ccc(Cl)c(C(F)(F)F)c1)C(=O)N1CCCCC1
    -12 | -4 | 0.7 | -6 | -1 | -1 | -4 | 4 | 1 | -5

Each structure is followed by: ASAP1 inh | rCAG binder | PG9 Ab binder | ARFGAP1 inhibitor | NPR2 activator | mABHD4 FP | NPR1 activator | Rev-erbA mod | SMARCA2 activ | HTRA1 inh
21	COc1cc(C(=O)O)c2c(c1C)OC(=O)c1c(C)cc(O)c(C=O)c1O2
    -10 | 4 | -2.2 | -12 | -7 | 5 | 1 | 4 | 1 | -2
22	COCCCNC(=O)/C(C#N)=C/c1ccc(F)cc1
    6 | -1 | -1.3 | -3 | -4 | -1 | -3 | -2 | -4 | 2
23	Cc1cccc(N2CCN(S(=O)(=O)c3c(C)noc3/C=C/N(C)C)CC2)c1C
    -4 | 13 | -0.1 | 4 | 0 | -2 | 1 | 0 | 0 | -46
24	CC(=O)Nc1ccc(Nc2cc(C)nc3c(-c4ccccc4)c(C)nn23)cc1
    9 | -4 | 1.9 | 7 | 0 | -7 | 0 | -2 | 0 | 0
25	Cc1cccc(NC(=O)CSc2nnc([C@@H](N)Cc3ccccc3)o2)c1C
    2 | -5 | -1.4 | -5 | 0 | 2 | 1 | 1 | 0 | 3
26	COc1cc(C2C3=C(CC(C)(C)CC3=O)OC(N)=C2[N+](=O)[O-])ccc1O (configuration not stated)
    12 | 2 | -0.5 | 8 | -4 | 6 | 1 | -2 | 0 | 3
27	Cc1cc(C)c2cc(C)c(SCC(=O)NCc3ccco3)nc2c1
    4 | 1 | 0.1 | -6 | 0 | 0 | -4 | -3 | -5 | -54
28	Cc1c(C)n2c(SCC(=O)N3CCC(C)CC3)nnc2[nH]c1=O
    -5 | -2 | -0.7 | -6 | 4 | 15 | 0 | -3 | -2 | 1
29	Cc1cccc(C)c1NC(=O)N1CC=CCC1
    10 | -2 | -0.9 | 10 | 0 | 2 | 5 | 8 | -1 | 6
30	C1=C(c2ccccc2)N2CCN=C2S1
    6 | 3 | -0.4 | 13 | 4 | 1 | 5 | -1 | -1 | 8
31	COCCNC(=O)CS(=O)Cc1nc(-c2ccc(OC)cc2)oc1C (configuration not stated)
    -20 | 3 | -2.3 | -3 | -1 | 5 | 2 | -1 | 3 | -1
32	C/C=C(/C)C(=O)Nc1cccc(C2=NOC3(C2)C[C@@H](C(N)=O)N(C(=O)[C@H]2CCC(=O)N2)C3)c1 (some centres not stated)
    0 | 3 | 2.7 | 1 | 4 | -6 | 0 | -2 | 0 | 2
33	CC(C)C[C@H](NC(C)(C)C(=O)NC1CCCCC1)C(=O)NCCc1c[nH]c2ccccc12
    x | x | x | x | -13 | 3 | 0 | 4 | x | x
34	CCCC(=O)O[C@@H]1C[C@@H](C)N(C(=O)c2ccccc2)c2ccc(C)cc21
    8 | -9 | -2.1 | 3 | -20 | -6 | -21 | 7 | 2 | 3
35	O=C(N/N=C/c1ccc(Cl)cc1)c1ccc2c(c1)OCO2
    3 | -1 | -1.7 | 12 | -3 | 7 | 5 | -6 | 2 | -2
36	COc1cc(NC(=O)CN2CCC(C(N)=O)(N3CCCCC3)CC2)c(OC)cc1Cl
    -9 | -6 | 0.6 | -1 | 5 | -7 | -3 | 0 | -2 | 0
37	Cc1cc(=O)[nH]c(SCCc2ccccc2)n1
    -4 | 0 | -0.8 | 7 | -3 | 1 | 0 | -2 | 0 | 9
38	CN1CCN(CCCNC(=O)c2ccc3c(=O)n(CCc4ccccc4)c(=O)[nH]c3c2)CC1
    -1 | -3 | -2.1 | -12 | 0 | -5 | 1 | -3 | -2 | 9
39	Cc1ccc(S(=O)(=O)CCC(=O)NCCC2=CCCCC2)cc1
    2 | -5 | 2.0 | -2 | -2 | 3 | 1 | 0 | -5 | -5
40	COc1ccccc1CNC(=O)c1cnn2c(C(F)F)cc(C)nc12
    18 | 8 | -1.1 | 9 | 7 | -6 | 9 | -1 | 0 | -9

Part of the list above, as tab-separated lines:
nr	SMILES	ASAP1 inh	rCAG binder	PG9 Ab binder	ARFGAP1 inhibitor	NPR2 activator	mABHD4 FP	NPR1 activator	Rev-erbA mod	SMARCA2 activ	HTRA1 inh
15	Cc1cccc(C(=O)NCCC(=O)Nc2ccc(C#N)cc2)c1	1	0	0.6	1	-3	-9	3	8	-3	-1
21	COc1cc(C(=O)O)c2c(c1C)OC(=O)c1c(C)cc(O)c(C=O)c1O2	-10	4	-2.2	-12	-7	5	1	4	1	-2
27	Cc1cc(C)c2cc(C)c(SCC(=O)NCc3ccco3)nc2c1	4	1	0.1	-6	0	0	-4	-3	-5	-54

More entries:
Each structure is followed by: ASAP1 inh | rCAG binder | PG9 Ab binder | ARFGAP1 inhibitor | NPR2 activator | mABHD4 FP | NPR1 activator | Rev-erbA mod | SMARCA2 activ | HTRA1 inh
41	O=C(NC1CCS(=O)(=O)C1)c1cn(-c2ccccc2)nc1-c1ccccc1 (configuration not stated)
    8 | 5 | -0.3 | -12 | 4 | -13 | -3 | -5 | -5 | -8
42	COc1ccc(C(C(=O)N(C)C2CCCC2)N(Cc2ccc(F)cc2)C(=O)c2ccc3ccccc3c2)cc1OC (configuration not stated)
    x | 8 | x | x | -15 | -2 | -15 | 2 | -5 | x
43	CC(=O)N/C(=C\c1ccc(F)cc1)C(=O)NC(Cc1ccccc1)C(=O)O (configuration not stated)
    7 | 0 | -0.9 | -14 | 3 | 3 | 3 | 0 | 0 | -1
44	C[C@@H]1CN([C@H](C)CO)C(=O)CCCn2nncc2CO[C@H]1CN(C)S(=O)(=O)c1ccc(Cl)cc1
    2 | 1 | -1.4 | 12 | 3 | -8 | 1 | -3 | -3 | 2
45	O=C(COC(=O)c1cncc(Br)c1)Nc1nc(-c2ccc(F)cc2)cs1
    -6 | 4 | 1.4 | -10 | -3 | 0 | 5 | -1 | -4 | -12
46	CCOC(=O)c1c(O)c2ccccc2oc1=O
    -10 | 9 | -0.2 | -8 | 4 | -8 | -3 | -1 | -5 | -7
47	COc1ccc(CNC(=O)CCCn2nc(C)c3c(C)n(-c4ccccc4)nc3c2=O)cc1
    -7 | -5 | 0.0 | 0 | 0 | -3 | -3 | 0 | -3 | -2
48	COc1ccc(C2C(C#N)=C(N)OC3=C2C(=O)CCC3)cc1OC (configuration not stated)
    3 | 0 | 1.2 | 0 | -6 | 4 | -2 | 7 | -2 | 0
49	Cc1cc(C)c2nc(-c3ccccn3)cc(C(=O)n3cccn3)c2c1
    -3 | -1 | 0.3 | 22 | -3 | 5 | -3 | 2 | -5 | -5
50	Cc1cccnc1-n1c(CCN2C(=O)c3ccccc3C2=O)nc2ccccc2c1=O
    2 | -5 | -1.1 | -7 | 4 | 2 | 3 | 4 | 1 | 2
51	CCCC(=O)C1=C(O)C(C(=O)OC)C(C)(C)CC1=Nc1cccc2ccccc12 (configuration not stated)
    -11 | -1 | -0.9 | 1 | -8 | -17 | -10 | -2 | 0 | -26
